Compound activity: PubChem BioAssay, several laboratories
AI-2 QS mod: Vibrio harveyi AI-2 quorum sensing modulators, primary screen, JMH597 strain, luminescence/OD600 ratio; actives 0.4% (n = 300,000); Vibrio harveyi JMH597 AI-2 luminescence/OD600 ratio, 9 h; hits give low values; strain lacks LuxN and CqsS sensors; 0 = neutral-control median; AID 2094, 2009; activity change, % at 7.5 µM; in the data active = activity change below about -75%, passing the limit was not always enough;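 note: luminescence divided by OD600 gain over 9 h not by final OD600 alone; inactives centre near 13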
HSP90 inh: HSP90 inhibitors, primary screen, cell lysate, luminescence | inhibition, % at 5.6 µM | Heat shock protein HSP 90 (rabbit reticulocyte lysate; luciferase refolding) | actives 0.91% (n = 290,000) | AID 1789, 2009 | Rabbit reticulocyte lysate, luciferase refolding luminescence, 3 h;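 active = inhibition above the screen-wide mean plus 3 SD, computed separately per campaign, cut at about 16% in these data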;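 note: 0% = DMSO wells and 100% = 60 µM geldanamycin wells; inhibitors lower the luminescence because luciferase stays unfolded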
HSF-1 act: HSF-1 activators, primary screen, NIH3T3-HGL cells, MG132 stress, luminescence, single point; NIH3T3-HGL HSF-1 luciferase reporter, 8 h; 100% = twice DMSO control signal; activation, % at 9 µM; actives 1.7% (n = 300,000); AID 504408, 2011;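 active = mean replicate activation of at least 50% with a set share of replicates each reaching 50%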;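 note: 0% = median of the neutral control wells and 100% = twice that signal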
HIF activator: HIF pathway transcriptional activators, primary screen, cell-based, U2OS HRE-luciferase, luminescence | U2OS HRE-luciferase reporter; normalized: DMSO 0%, desferrioxamine 100% | activation, % at 7.5 µM (by protocol) | actives 0.32% (n = 300,000);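 active = mean activation of at least 10% of the iron chelator positive control signal, with at least half of replicates also reaching 10%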
HSF1 inhib: HSF1 inhibitors in luciferase reporter cells, primary screen, cell-based, NIH3T3, luminescence; NIH3T3-HGL HSE-luciferase, MG132-induced, luminescence 8 h; hits give low values; actives 0.77% (n = 300,000); AID 2098, 2009; activity change, negative = inhibition, % at 7.5 µM (by protocol);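 active = more than half of replicate wells show activity change below -50%, luminescence cut by over half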;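 note: luciferase reports HSF-1 transcriptional activity via heat shock element; 0% = median of DMSO wells and -100% = zero luminescence signal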
GSK3beta inhib: human GSK3beta kinase inhibitors, primary screen, biochemical, cell-free homogeneous, HTS | Glycogen synthase kinase-3 beta (Homo sapiens), P49841 | GST-GSK3beta kinase, ADP-Glo luminescence, 60 min; hits give low values | activity score (negative = inhibition), % at 10 µM | actives 0.038% (n = 300,000) | AID 2097, 2009;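 active = more than half of replicate wells score below -50%, meaning over 50% inhibition versus plate controls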;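 note: 0% = median DMSO wells and -100% = median GW8510 positive control wells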
Target sequence (P49841 whole entry, looked up): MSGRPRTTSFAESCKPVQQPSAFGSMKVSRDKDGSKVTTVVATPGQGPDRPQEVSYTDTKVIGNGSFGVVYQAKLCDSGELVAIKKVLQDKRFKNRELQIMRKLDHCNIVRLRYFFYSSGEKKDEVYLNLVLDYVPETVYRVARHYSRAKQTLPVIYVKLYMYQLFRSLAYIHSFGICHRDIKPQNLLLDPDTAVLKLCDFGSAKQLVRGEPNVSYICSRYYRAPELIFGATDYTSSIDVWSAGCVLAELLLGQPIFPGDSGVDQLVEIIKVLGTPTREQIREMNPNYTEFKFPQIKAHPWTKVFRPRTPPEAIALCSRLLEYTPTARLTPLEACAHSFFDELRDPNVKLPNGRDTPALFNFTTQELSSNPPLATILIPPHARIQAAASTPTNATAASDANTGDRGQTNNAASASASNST
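Test system: GST-tagged human GSK3beta kinase, cell-free; evaluation: activity score scaled between in-plate DMSO and GW8510 controls; measured by: ADP-Glo luminescence; incubation: 60 min reaction, RT; benchmarks: DMSO and 20 µM GW8510; reagent: peptide substrate plus 25 µM ATP (final); medium: Tris/MgCl2 kinase buffer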
aSyn 5UTR inh: MLPCN primary screen, SNCA 5' untranslated region. inhibition, % (tested at 7.5 µM). actives 0.82% (n = 300,000). alpha-synuclein 5'UTR reporter, inhibitor activity; in the data active = inhibition above about 60%;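 note: H4 neuroglioblastoma cells stably carrying SNCA 5'UTR luciferase fusion; 0% = DMSO wells and 100% = positive control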
GSK3A inh: blockers of GSK3A enzyme activity – biochemical, luminescence, cell-free homogeneous, HTS, primary screen; Glycogen synthase kinase-3 alpha (Homo sapiens), P49840; inhibition, % at 10 µM; actives 0.1% (n = 320,000); GSK-3 alpha kinase, ADP-Glo luminescence, 60 min;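 in the data active = inhibition above about 50%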;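 note: GST-tagged GSK-3 alpha with peptide substrate and 25 µM ATP; 0% = DMSO neutral wells and 100% = GW8510 positive control wells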
Target sequence (P49840 whole entry, looked up): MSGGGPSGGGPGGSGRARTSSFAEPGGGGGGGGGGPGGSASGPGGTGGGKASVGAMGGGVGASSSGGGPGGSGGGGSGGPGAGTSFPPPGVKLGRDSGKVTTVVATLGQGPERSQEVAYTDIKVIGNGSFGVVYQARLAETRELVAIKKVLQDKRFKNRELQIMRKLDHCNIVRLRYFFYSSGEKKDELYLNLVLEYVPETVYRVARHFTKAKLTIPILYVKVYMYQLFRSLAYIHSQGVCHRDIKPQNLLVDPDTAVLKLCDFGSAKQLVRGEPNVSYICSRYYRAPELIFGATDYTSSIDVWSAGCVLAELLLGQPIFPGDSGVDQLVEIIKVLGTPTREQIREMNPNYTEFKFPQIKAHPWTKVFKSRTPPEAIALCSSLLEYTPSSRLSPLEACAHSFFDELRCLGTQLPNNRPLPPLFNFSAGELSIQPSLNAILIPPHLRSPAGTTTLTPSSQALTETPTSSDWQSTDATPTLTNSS
IEC-6 tox: cytotoxicity in IEC-6 intestinal epithelial cells, primary screen, cytotoxicity control for KLF5 inhibitor project, cell-based, luminescence | inhibition, % at 5 µM | actives 0.78% (n = 290,000) | IEC-6 cytotoxicity, luminescence viability; in the data active = inhibition above about 22%;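 note: 0% = plate median of test compound wells and 100% = cytotoxic reference compound wells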
KLF5 inh: KLF5 expression inhibitors, primary screen, DLD-1 cells, luminescence. actives 0.23% (n = 290,000). inhibition, % at 5 µM. DLD-1 KLF5 promoter-luciferase reporter;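 active = inhibition above a per-plate limit of that plate's mean compound inhibition plus 3 SD, cut at about 60% in these data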;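 note: 0% = DMSO wells and 100% = LY294002 at 200 µM; higher means less KLF5 promoter-driven luciferase light; inactives centre near -14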
* = called active by the depositor; / = no result given.

Values run as follows: HIF activator | HSF1 inhib | IEC-6 tox | KLF5 inh | aSyn 5UTR inh | GSK3beta inhib | GSK3A inh | AI-2 QS mod | HSF-1 act | HSP90 inh
Cc1cccc(C)c1OCc1cc(C(=O)NCC2COCCO2)no1 (stereo unspecified)
  3.0 | 4 | 4 | -48 | 4 | 3 | -1 | 29 | 13 | 12
CC1(C)Cc2c(sc3c2c(=O)n(-c2ccc(Cl)cc2)c(=O)n3CC(N)=O)CO1
  / | / | 2 | -9 | / | 1 | 0 | 34 | / | 2
NNC(=O)c1sc2cc(C(F)(F)F)cnc2c1-c1cccs1
  0.4 | 0 | -4 | -28 | -7 | 1 | 0 | 25 | 10 | 5
CCC(=NCCc1ccc(OC)c(OC)c1)C1=C(O)CC(C)(C)CC1=O
  0.4 | -3 | -3 | -24 | 3 | 0 | -2 | 6 | -14 | -1
C/C(=N\NC(=O)CC#N)c1cc2ccccc2oc1=O
  / | / | 0 | 9 | 18 | 1 | -2 | 18 | / | -6
COc1ccc(CCNC(=O)c2cc3c(=O)n4ccccc4nc3n(C3CCCCC3)c2=N)cc1OC
  -0.1 | -9 | -3 | 3 | -4 | -3 | 0 | 15 | -17 | -3
C=CCN(CC=C)C(=O)c1cc2ccccc2c(=O)o1
  -0.4 | 2 | 5 | -44 | 15 | -1 | -2 | 18 | 3 | -3
O=C(Nc1ccccc1-c1ccccc1)c1ccc(Cl)c([N+](=O)[O-])c1
  -0.5 | 3 | 2 | -15 | 18 | -1 | 0 | 11 | -22 | 2
Cc1nn(Cc2cccc(C(=O)NCC(C)C)c2)c(C)c1Br
  0.4 | 5 | -4 | -41 | 16 | 3 | -3 | 5 | 17 | -1
O=C(NCc1ccco1)c1ccc2c(c1)C(=O)N(Cc1ccccc1)C2=O
  -1.0 | -1 | 3 | 3 | 7 | -2 | -1 | 47 | 6 | 5
COc1ccccc1CN1CCNC(=O)C1CC(=O)NCCC1=CCCCC1 (stereo unspecified)
  -0.2 | 0 | -5 | -21 | 4 | 3 | 0 | 11 | -7 | -1
O=C(NC1CC2CCC(C1)N2Cc1nnnn1Cc1ccco1)NC12CC3CC(CC(C3)C1)C2 (stereo unspecified)
  -1.0 | -1 | -10 | 12 | 26 | 0 | -1 | 6 | 2 | -1
O=C(NCC1CCCCC1)c1ccc(F)cc1Cl
  3.2 | 23 | 2 | -178 | -124 | 6 | 0 | 6 | 43 | 3
CCN(CC(O)COc1ccc(OCC(O)CN(CC)C2CCCCC2)cc1)C1CCCCC1 (stereo unspecified)
  -1.2 | 2 | 9 | -3 | -40 | -1 | -1 | 30 | -7 | 4
Cc1cnc(NC(=O)C2CCC(C(C)(C)C)CC2)s1 (stereo unspecified)
  2.1 | -4 | 5 | -35 | -64 | -1 | -3 | 8 | 31 | 5
O=C(CSc1ccc([N+](=O)[O-])cn1)Nc1ccc(N2CCOCC2)cc1
  0.1 | 2 | -3 | -26 | 6 | 1 | 0 | 17 | -11 | -3
CCCn1nnnc1NC(=O)COc1ccc(Br)cc1
  0.7 | -7 | 8 | -5 | -4 | 1 | / | -1 | 24 | 3
O=C(Nc1ccc(F)cc1)c1ccc(=O)[nH]n1
  -2.7 | -71* | 0 | -33 | -2 | 1 | -4 | 16 | -74 | -2
CCN(c1ccccc1)S(=O)(=O)c1nnc(NC(=O)c2ccccc2OC)s1
  -0.1 | -2 | -6 | 1 | -9 | 3 | -1 | -2 | 8 | -1
COc1ccccc1NC(=O)Nc1nc(CC(=O)N2CCN(c3ccccc3F)CC2)cs1
  -0.3 | -23 | / | / | 9 | -2 | 12 | 45 | -21 | /
COc1ccc(CCC(C(O)C(F)(F)F)S(=O)c2ccccc2)cc1 (stereo unspecified)
  0.2 | -4 | -1 | -22 | 0 | 1 | 1 | 23 | 1 | 2
CCOC(=O)c1c(-c2ccc(C)o2)csc1N
  -0.3 | 8 | 0 | -3 | 2 | -30 | 4 | 15 | 3 | 0
CCCC(=O)N1CCN(c2nnc(-c3ccc(C)cc3)c3ccccc23)CC1
  -15 | 8 | 1 | 13 | 32 | 5 | 2 | -6 | 12 | -2
COc1ccc(CCNC(=S)Nc2ccc(C(C)C)cc2)cc1
  -0.8 | -1 | -1 | -1 | 9 | 3 | -5 | 1 | 3 | -4
COc1cc(C2/C(=C(\O)c3ccc4c(c3)OCCO4)C(=O)C(=O)N2Cc2ccccc2)ccc1O (stereo unspecified)
  -0.5 | -5 | 10 | 2 | -3 | -5 | -2 | 26 | -5 | 1
COc1ccc(CCNC2=C(Cl)C(=O)N(CCc3ccccc3)C2=O)cc1OC
  -2.5 | 8 | 2 | -8 | -4 | 7 | -6 | 18 | -3 | 4
CC1CC(C)(C)NC(=S)N1CCCC(=O)NCCc1ccc(Cl)cc1 (stereo unspecified)
  -0.5 | 2 | -3 | 3 | -28 | 4 | 1 | 10 | 11 | 0
Cc1cc(O)c(C(=O)/C=C/c2ccccc2)c(=O)o1
  -15 | -1 | -6 | -19 | -103 | 0 | -2 | 13 | 19 | 3
COc1nc(OCCNC(=O)Nc2ccccc2)nc(N(C)C)n1
  -0.3 | -8 | -2 | -35 | 9 | 1 | 2 | 12 | 10 | -1
CCCNC(=O)c1cc(-c2ccc(OC)cc2)on1
  3.1 | 14 | -2 | -155 | -160 | 0 | -2 | 16 | 27 | 5
CCOc1cc(C2C(C(C)=O)=C(O)C(=O)N2CCc2c[nH]c3ccccc23)ccc1O (stereo unspecified)
  -0.4 | 3 | -7 | -28 | -17 | 0 | 2 | 3 | 0 | -4
COCCn1c(C)cc(C(=O)COc2nc3ccccc3nc2C)c1C
  1.3 | 4 | 0 | -17 | -7 | -1 | 1 | -7 | -1 | -2
CC(NS(=O)(=O)c1ccc(CCC(=O)NCc2ccco2)cc1)c1ccccc1 (stereo unspecified)
  -0.1 | -1 | -2 | -15 | -16 | 1 | 0 | 7 | 17 | 0
Cc1ccoc1C(=O)NCCCNC(=O)c1occc1C
  0.4 | -5 | -5 | -19 | 10 | -10 | 2 | 22 | -11 | 0
CC(C)(C)NC(=O)Nc1ccc(Cn2cc(C(F)(F)F)ccc2=O)cc1
  -0.8 | 8 | 0 | -11 | 23 | 0 | 1 | 8 | 0 | 0
CC(OC(=O)c1cccc(-n2cnnn2)c1)C(=O)c1ccccc1 (stereo unspecified)
  -0.9 | 2 | / | / | -4 | 1 | -2 | -3 | 14 | /
CCC(C)NC(=O)CSc1nc2c(sc(=S)n2-c2cc(Cl)ccc2OC)c(=O)[nH]1 (stereo unspecified)
  -0.3 | -1 | -7 | -35 | 0 | 4 | -5 | 29 | 4 | -3
O=C1CCCN1c1ccc(S(=O)(=O)Oc2cccc(Cl)c2)cc1[N+](=O)[O-]
  0.5 | 13 | 10 | -3 | -6 | 2 | -2 | 21 | 35 | 3
CC(C)(C)c1cc(NC(=O)c2cccnc2)no1
  2.4 | 3 | 2 | -60 | -102 | 1 | -3 | 38 | 9 | 3
Cc1cc(N2CCCC2)nc2ccc(NC(=S)NCCCOC(C)C)cc12
  0.9 | 5 | -1 | 5 | 7 | 0 | 3 | 23 | -2 | -1

HSF1 inhib, entries above that show a hit.
mol | HSF1 inhib | KLF5 inh | aSyn 5UTR inh | GSK3beta inhib | GSK3A inh | AI-2 QS mod | HSF-1 act | HSP90 inh
O=C(Nc1ccc(F)cc1)c1ccc(=O)[nH]n1 | -71* | -33 | -2 | 1 | -4 | 16 | -74 | -2

More compounds.
Values run as follows: HIF activator | HSF1 inhib | IEC-6 tox | KLF5 inh | aSyn 5UTR inh | GSK3beta inhib | GSK3A inh | AI-2 QS mod | HSF-1 act | HSP90 inh
CCOc1ccc(N2CC(C(=O)N/N=C/c3sccc3C)CC2=O)cc1 (stereo unspecified)
  -0.7 | 9 | 0 | -29 | 12 | -7 | -5 | 10 | 12 | -3
CCCn1c(C(C)NC(=O)c2ccccc2)n[nH]c1=S (stereo unspecified)
  -0.2 | 2 | 1 | -9 | 0 | -2 | 0 | 38 | 11 | 4
O=C(CCC1COc2ccccc2O1)NCc1ccccc1 (stereo unspecified)
  -0.2 | -4 | -3 | -8 | 6 | 0 | 2 | 8 | 23 | 2
CN(Cc1cccs1)S(=O)(=O)c1cccs1
  0.3 | -33 | -1 | -45 | -4 | 0 | 0 | 8 | -46 | -5
COc1ccccc1C(=O)CSc1cccc[n+]1[O-]
  -0.2 | 1 | 0 | 15 | -20 | 1 | -2 | 14 | -3 | 0
CCNC(=S)N1CCN(CCN=CC2=C(O)CC(c3cccs3)CC2=O)CC1 (stereo unspecified)
  -0.1 | -8 | 0 | -16 | 28 | -3 | -1 | 34 | -9 | 7
COCCN1C(=O)N(c2ccccc2)C(=O)C1CC(=O)Nc1cc(OC)cc(OC)c1 (stereo unspecified)
  0.8 | -2 | -4 | -16 | -3 | 2 | -1 | -10 | -1 | -2
COc1ccccc1CN1CC(C(=O)N2CCCCO2)CCC1=O (stereo unspecified)
  4.1 | 11 | -2 | -67 | -77 | 3 | 0 | 14 | 23 | -1
CN1CCN(c2ccc(NC(=O)c3ccc(C#N)cc3F)cc2Cl)CC1
  -0.1 | -1 | 11 | -32 | -49 | -4 | -9 | 20 | 3 | -1
CC(c1ccccc1)C1CC(=O)N(c2ccc([N+](=O)[O-])cc2)C1=O (stereo unspecified)
  -0.9 | 4 | -2 | -50 | -6 | 3 | -4 | 12 | 8 | -2
CC1CCC(C(C)C)C(OCC(O)CNC(C)(C)C)C1 (stereo unspecified)
  -1.0 | 7 | -3 | 4 | -9 | 2 | -1 | 13 | 7 | 0
CNc1csc(C)c(C)c1=O
  -0.2 | -3 | -1 | -18 | 4 | 4 | 1 | 15 | -10 | 0
CCOC(=O)C(NC(=O)c1ccccc1)(Nc1nnc(C)s1)C(F)(F)F (stereo unspecified)
  0.2 | -3 | 0 | -28 | 44 | 2 | -2 | 1 | 8 | -3
Cc1ccc(S(=O)(=O)Nc2ccc3c(c2)CCC3)cc1C
  0.1 | 1 | -2 | -15 | 6 | -1 | -2 | 26 | 6 | 0
COC(=O)c1cc(C#N)c(NCc2ccccc2)nc1C
  -0.2 | -3 | 0 | 4 | 0 | 8 | -1 | 4 | -8 | -3

Another view of part of the listing above.
SMILES	HIF activator	HSF1 inhib	IEC-6 tox	KLF5 inh	aSyn 5UTR inh	GSK3beta inhib	GSK3A inh	AI-2 QS mod	HSF-1 act	HSP90 inh
CCCn1c(C(C)NC(=O)c2ccccc2)n[nH]c1=S (stereo unspecified)	-0.2	2	1	-9	0	-2	0	38	11	4
COc1ccccc1C(=O)CSc1cccc[n+]1[O-]	-0.2	1	0	15	-20	1	-2	14	-3	0
